CHO-K1 Ca PAM: nonselective calcium activators in parental CHO-K1 cells, primary screen, counter-screen for M1 PAM project, cell-based, Fluo-8 calcium fluorescence, full deck, 1536-well. ATP EC20; 0% at ATP EC20, 100% at ATP max. activation, % at 3 µM. 360,000 compounds, 0.02% hits. AID 602247, 2012;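 active = activation above the run cutoff, the mean activation of all test compounds plus 3 SD, cut at about 40% in these data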;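 also: peak over basal fluorescence ratio in a 140 s read after ATP addition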
V1aR counter: agonists of human V1a receptor, primary screen, counter-screen for OXTR agonist project, fluorescence, CHO-V1R cells; Vasopressin V1a receptor (Homo sapiens), P37288; Fluo-8 calcium fluorescence, agonist mode; 0% DMSO, 100% 3 nM vasopressin; activation, % at 3 µM; 320,000 compounds, 0.25% hits; AID 2797, 2010;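 active = activation above the mean activation of all tested compounds plus 3 SD, per screening run, cut at about 20% in these data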;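 also: signal is peak over basal fluorescence ratio across a 100 second FLIPR read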
Target sequence (P37288 whole entry, looked up): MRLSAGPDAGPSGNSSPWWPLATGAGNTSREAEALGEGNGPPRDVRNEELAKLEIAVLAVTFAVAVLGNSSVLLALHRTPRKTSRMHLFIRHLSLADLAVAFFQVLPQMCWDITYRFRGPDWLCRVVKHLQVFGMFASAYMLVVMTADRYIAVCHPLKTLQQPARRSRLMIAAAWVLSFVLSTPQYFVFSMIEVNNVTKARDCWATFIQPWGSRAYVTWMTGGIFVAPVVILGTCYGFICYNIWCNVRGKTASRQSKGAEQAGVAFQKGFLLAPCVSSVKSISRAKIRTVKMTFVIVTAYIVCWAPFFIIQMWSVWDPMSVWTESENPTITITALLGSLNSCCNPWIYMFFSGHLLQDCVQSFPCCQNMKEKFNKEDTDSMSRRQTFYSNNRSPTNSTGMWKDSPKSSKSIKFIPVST
CHO parental Ca: ATP-evoked calcium signal inhibitors, parental CHO, primary screen, counter-screen for OX1R antagonist project, cell-based, fluorescence, Fluo-8 calcium dye; 330,000 compounds, 0.63% hits; parental CHO-K1, ATP-induced calcium, Fluo-8 fluorescence; inhibition, % at 5.6 µM; AID 463079, 2010;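 active = inhibition above that plate's mean sample inhibition plus 3 SD, cut at about 26% in these data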;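 also: 0% = ATP-challenged DMSO wells and 100% = DMSO wells without ATP; some compounds past the cut are filed as inactive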
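test system = CHO parental line | reagent = ATP stimulus | measured by = intracellular calcium via Fluo-8 no-wash fluorescent dye | control set = ATP and no-ATP DMSO wells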
CHO-K1 Ca ag: counter-screen for M1 agonists: effect in parental CHO-K1 cells; Fluo-8 calcium fluorescence; scaled to maximal ATP response, vehicle zero; activation, % at 3 µM; 360,000 compounds, 0.48% hits; in the data active = activation above about 15%;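 also: untransfected CHO-K1 host cells lacking M1 receptor as counterscreen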
OXTR ag: human OXTR agonists, primary screen, fluorescence, CHO-OTR cells, Fluo-8 calcium | 320,000 compounds, 0.32% hits | Fluo-8 calcium fluorescence; normalized: DMSO 0%, oxytocin 100% | Oxytocin receptor (Homo sapiens), P30559 | activation, % at 3 µM;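 active = activation above the mean of all tested compounds plus 3 SD, cutoff set per screening run, cut at about 20% in these data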;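 also: peak over basal fluorescence ratio from a 100 s FLIPR kinetic read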
OXTR potentiate: human OXTR potentiators, primary screen, fluorescence, CHO-OTR cells, Fluo-8 calcium; activation, % at 3 µM; AID 2445, 2010; Oxytocin receptor (Homo sapiens), P30559; Fluo-8 calcium fluorescence, potentiator mode; 0% = oxytocin EC15, 100% = EC100; 320,000 compounds, 0.061% hits;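 active = activation above that plate's cutoff, the mean activation of tested compounds plus 3 SD, cut at about 6.6% in these data, passing the limit was not always enough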;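 also: 100% uses oxytocin at 75 nM as the full agonist control; some results filed as inactive read as strong as hits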
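Replication – single well per compound, singlicate · Assay system – CHO cell line stably expressing human OTR · Timing – 6 min pre-incubation, 100 s read · Measure – normalized max/min fluorescence ratio, % activation · Doses – 3.0 µM, one dose · Detection – Fluo-8 calcium dye fluorescence · Probe or stimulus – oxytocin near EC15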
GPR7 antag: GPR7 receptor antagonists, primary screen, cell-based, fluorescence, single concentration; Neuropeptides B/W receptor type 1 (Homo sapiens), P48145; GPR7-expressing cells, fluorescence antagonist assay; inhibition, % at 4.4 µM; 290,000 compounds, 1.1% hits; AID 1861, 2009; in the data active = inhibition above about 16%, passing the limit was not always enough;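 also: cells stimulated with the agonist NPW; 0% = agonist with vehicle and 100% = vehicle without agonist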
Target sequence (P48145 whole entry, looked up): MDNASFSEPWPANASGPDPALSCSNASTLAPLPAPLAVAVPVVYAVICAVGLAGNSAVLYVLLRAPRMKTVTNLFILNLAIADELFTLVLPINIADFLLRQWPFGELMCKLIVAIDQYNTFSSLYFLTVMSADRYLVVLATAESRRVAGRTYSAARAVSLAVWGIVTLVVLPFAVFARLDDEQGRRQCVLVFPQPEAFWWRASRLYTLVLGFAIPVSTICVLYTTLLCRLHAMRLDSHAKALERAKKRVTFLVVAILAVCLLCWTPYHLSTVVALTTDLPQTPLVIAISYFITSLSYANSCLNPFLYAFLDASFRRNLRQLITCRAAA
TAAR1 antag: human TAAR1 antagonists, primary screen, Fluo-8 calcium fluorescence, CHO RD-HGA16 cells; Trace amine-associated receptor 1 (Homo sapiens), Q96RJ0; antagonist; inhibition, % at 3 µM; 360,000 compounds, 1.5% hits; AID 624466, 2012;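 active = inhibition above a per-plate cutoff, the mean inhibition of test compounds on that plate plus 3 SD, cut at about 49% in these data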;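 also: 0% = DMSO plus EC80 beta-PEA response and 100% = DMSO alone without agonist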
Target sequence (Q96RJ0 whole entry, looked up): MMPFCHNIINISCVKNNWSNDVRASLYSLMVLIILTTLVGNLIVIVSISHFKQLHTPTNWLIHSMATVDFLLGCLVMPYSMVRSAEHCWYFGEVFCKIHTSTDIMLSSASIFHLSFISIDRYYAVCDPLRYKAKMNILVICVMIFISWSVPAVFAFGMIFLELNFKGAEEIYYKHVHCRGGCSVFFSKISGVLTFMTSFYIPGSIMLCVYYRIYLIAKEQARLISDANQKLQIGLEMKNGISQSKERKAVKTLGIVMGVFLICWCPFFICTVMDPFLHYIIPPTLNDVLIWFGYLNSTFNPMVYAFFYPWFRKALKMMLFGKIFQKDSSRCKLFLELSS
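Test system: RD-HGA16 CHO cells with stable hTAAR1 and Gα16 / Probe or stimulus: EC80 β-phenethylamine stimulus / Times: seeding 17-24 h prior, 75-min 37 °C, 30-min RT dye loading / Detection: Fluo-8 calcium-sensitive fluorescence / Read-out basis: % inhibition scaled between DMSO and EC80 PEA controls / Repeats: singlicate, one well per test compound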
CHO-K1 Ca antag: nonselective inhibitor or artifact in parental CHO-K1 cells; inhibition, % at 3 µM; 360,000 compounds, 0.6% hits; ATP-induced calcium, Fluo-8 fluorescence;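 active = inhibition above a per-plate cutoff, the plate's mean sample inhibition plus 3 SD, cut at about 24% in these data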;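 also: 0% = DMSO plus EC80 ATP and 100% = DMSO alone without ATP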
* hit, by the source's call; . = no result given.

SMILES | CHO-K1 Ca PAM | V1aR counter | CHO parental Ca | CHO-K1 Ca ag | OXTR ag | OXTR potentiate | GPR7 antag | TAAR1 antag | CHO-K1 Ca antag
COc1ccc(Cl)cc1NC(=O)COc1cccc(-n2cnnn2)c1 | 13 | 0.9 | 6 | 0.9 | -0.9 | -20 | 9 | 27 | -3
COc1cccc(NC(=O)C2(C)CCN2C(C)C)c1OC (stereo unspecified) | 17 | . | . | 0.3 | . | . | . | -14 | -9
COc1cc(CC(=O)Nc2ccc(S(=O)(=O)N(C)C)cc2)cc(OC)c1OC | 13 | 0.2 | -2 | 0.9 | -0.1 | -6 | -3 | -3 | -19
COc1ccccc1NC(=O)CCN1C(=O)c2ccccc2S1(=O)=O | 24 | 0.4 | -15 | 0.8 | -1.3 | -12 | -5 | 3 | -15
COc1cc(-c2nnc(COC(=O)c3cc(C)no3)o2)cc(OC)c1OC | -5 | 1.2 | -11 | 0.7 | 0.9 | 4 | -13 | -21 | -4
COc1ccc(S(=O)(=O)NCc2ccc(C(=O)NCCN(C)Cc3ccccc3)cc2)cc1 | -9 | . | . | -0.2 | . | . | . | 4 | 8
Cc1cc(C(=O)N/N=C/c2cc(Br)ccc2OC(=O)c2ccccc2)n[nH]1 | 14 | 2.0 | -4 | 5.1 | -2.1 | -15 | -10 | 51* | 2
O=C(NCCCN1CCCC1=O)c1ccc2c(c1)OCO2 | 21 | 0.1 | -6 | 0.2 | 0.2 | -3 | -8 | -9 | -20
Cc1sc(NC(=O)c2ccccc2)c(C(=O)c2ccccc2)c1C | 17 | -1.1 | -17 | 0.1 | -1.9 | -4 | -11 | 0 | -4
CNc1ccccc1C(C)(C)c1cc(C)[nH]n1 | 9 | -0.1 | -4 | 0.2 | -0.5 | -8 | -10 | 4 | -3
O=C(NCC1CCCO1)c1cc(-c2ccccc2F)no1 (stereo unspecified) | 4 | 1.1 | 3 | 5.1 | 1.0 | 0 | 1 | -20 | -15
Nc1nc(CN2CCN(Cc3ccccc3)CC2)nc(Nc2ccccc2)n1 | 24 | 0.0 | -20 | 0.7 | 1.2 | -1 | 11 | 0 | -13

Reprinted from the results shown (nine entries):
SMILES | CHO-K1 Ca PAM | V1aR counter | CHO parental Ca | CHO-K1 Ca ag | OXTR ag | OXTR potentiate | GPR7 antag | TAAR1 antag | CHO-K1 Ca antag
COc1ccccc1NC(=O)CCN1C(=O)c2ccccc2S1(=O)=O | 24 | 0.4 | -15 | 0.8 | -1.3 | -12 | -5 | 3 | -15
COc1cc(-c2nnc(COC(=O)c3cc(C)no3)o2)cc(OC)c1OC | -5 | 1.2 | -11 | 0.7 | 0.9 | 4 | -13 | -21 | -4
COc1ccc(S(=O)(=O)NCc2ccc(C(=O)NCCN(C)Cc3ccccc3)cc2)cc1 | -9 | . | . | -0.2 | . | . | . | 4 | 8
Cc1cc(C(=O)N/N=C/c2cc(Br)ccc2OC(=O)c2ccccc2)n[nH]1 | 14 | 2.0 | -4 | 5.1 | -2.1 | -15 | -10 | 51* | 2
O=C(NCCCN1CCCC1=O)c1ccc2c(c1)OCO2 | 21 | 0.1 | -6 | 0.2 | 0.2 | -3 | -8 | -9 | -20
Cc1sc(NC(=O)c2ccccc2)c(C(=O)c2ccccc2)c1C | 17 | -1.1 | -17 | 0.1 | -1.9 | -4 | -11 | 0 | -4
CNc1ccccc1C(C)(C)c1cc(C)[nH]n1 | 9 | -0.1 | -4 | 0.2 | -0.5 | -8 | -10 | 4 | -3
O=C(NCC1CCCO1)c1cc(-c2ccccc2F)no1 (stereo unspecified) | 4 | 1.1 | 3 | 5.1 | 1.0 | 0 | 1 | -20 | -15
Nc1nc(CN2CCN(Cc3ccccc3)CC2)nc(Nc2ccccc2)n1 | 24 | 0.0 | -20 | 0.7 | 1.2 | -1 | 11 | 0 | -13

Next part:
SMILES | CHO-K1 Ca PAM | V1aR counter | CHO parental Ca | CHO-K1 Ca ag | OXTR ag | OXTR potentiate | GPR7 antag | TAAR1 antag | CHO-K1 Ca antag
O=C1NC(=O)C(Cc2cccc(Oc3ccccc3)c2)S1 (stereo unspecified) | 4 | 3.8 | -5 | 0.9 | 1.3 | -15 | 5 | -22 | -17
CCN1CCN(C(c2cccs2)C(C)NC(=S)NC2CCCCC2)CC1 (stereo unspecified) | 4 | -0.8 | 2 | 0.2 | 0.7 | -1 | -3 | -6 | -10
Cc1ccc(C(=O)CSc2nnc(-c3cccs3)n2C)o1 | 17 | -0.2 | -3 | 0.3 | 0.2 | -2 | -2 | -2 | 1
COc1ccc(C(=O)N(C)[C@H]2C[C@H]3c4[nH]c5ccccc5c4CCN3C(=O)[C@H]2CO)cc1 | 11 | . | . | 0.7 | . | . | . | 0 | -5
O=C(NCCCn1ccnc1)c1cc(-c2cccnc2)nc2ccc(Br)cc12 | 4 | -0.1 | -10 | 17* | -0.3 | -1 | -3 | 10 | -2
O=C(NC(=S)NC1CCCCC1)c1ccccc1[N+](=O)[O-] | 2 | 2.6 | 7 | 0.3 | -0.4 | -7 | -1 | -16 | -1
C=CCn1c(Cc2c[nH]c3ccccc23)nnc1SCC(=O)NCc1ccccc1 | 6 | -0.5 | -16 | 1.2 | 0.8 | -15 | -1 | . | 10
O=S1(=O)CC(N2CCCC2)CN1Cc1ccccc1 (stereo unspecified) | 4 | . | . | 0.1 | . | . | . | -7 | -4
CCn1c(/C=N/Nc2ccc(C(=O)O)cc2)nc2ccccc21 | -11 | 1.0 | 4 | -0.1 | -0.1 | -2 | 0 | -23 | 15
COc1ccccc1CN(Cc1nc2ccccc2c(=O)[nH]1)C(=O)Nc1ccccc1 | 15 | -1.0 | -14 | 2.4 | -2.5 | -11 | -13 | 17 | -8
CC(C)C1C(=O)N(Cc2cn(CCC3OCCCO3)nn2)CCS(=O)(=O)N1Cc1ccc(-c2ccncc2)cc1 (stereo unspecified) | -10 | . | . | -0.2 | . | . | . | 10 | 6
c1ccc2c(c1)nc1n2CC2CON(C3CCCCC3)C12 (stereo unspecified) | 13 | 0.0 | -11 | 0.4 | -1.3 | 0 | . | 8 | -19
COc1ccc(S(=O)(=O)N(C)c2ccc(C(=O)Nc3ccccc3C(=O)N3CCOCC3)cc2)cc1 | -3 | 1.2 | -6 | 3.1 | -0.6 | 2 | -17 | 9 | -3
Cn1cnc2c(SCc3ccccc3)ncnc21 | 17 | . | . | 0.3 | . | . | . | 7 | -6
CCOC(=O)N1CCN(C(=O)CCN2C(=O)COc3ccccc32)CC1 | 5 | 0.2 | -6 | 0.3 | -0.9 | -2 | -8 | 12 | -6
Cc1ccc(S(=O)(=O)c2c(C)cc(C)nc2N2CCOCC2)cc1 | 7 | -0.3 | -12 | -0.3 | -0.8 | -9 | -9 | -6 | 5
CCOC(=O)C1(CCCc2ccccc2)CCN(C2CCN(C(C)=O)CC2)CC1 | 11 | 0.0 | -13 | 1.7 | 0.7 | -2 | -8 | -8 | -5
Cc1cccc(C(=O)NCC(=O)NC(C)CCc2ccccc2)c1 (stereo unspecified) | -2 | 2.4 | -21 | 0.9 | -0.8 | -5 | -29 | -35 | -7
Cc1cnc(C(=O)N2CCCC(N3CCN(c4ccccc4F)CC3)C2)cn1 (stereo unspecified) | -5 | . | . | -0.2 | . | . | -6 | -23 | 18
Cc1ccc(C(=O)c2cc([N+](=O)[O-])ccc2N2CCOCC2)cc1 | -10 | . | . | 0.2 | . | . | 2 | -13 | 6
Cc1cc(C)c(C)c(OCCCN(C)C)c1 | 21 | 1.5 | -8 | 1.5 | -0.4 | -1 | -4 | -8 | -3
COC(=O)c1cccc(C#CC(NP(=O)(c2ccccc2)c2ccccc2)c2ccccc2)c1 (stereo unspecified) | 1 | 2.5 | -14 | 0.4 | 1.4 | -1 | . | 72* | -22
Cc1cc(C)c(C#N)c(SCCN2CCOCC2)n1 | -23 | -0.2 | -14 | -0.2 | 0.8 | 9 | -15 | 7 | 6
CC(C)C/C=C1\CCc2c([nH]c3ccccc23)C1=O | 1 | 1.5 | -27 | 0.2 | -0.3 | -3 | -16 | -32 | -30
Cc1nn(Cc2ccccc2)c(C)c1NC(=O)CCCn1nc([N+](=O)[O-])cc1C | 0 | -0.7 | -10 | 0.6 | 0.3 | -10 | 3 | -1 | -13
O=C(CSc1nnc(CCCOc2ccc(Cl)cc2Cl)o1)Nc1ccc(C(=O)O)cc1 | 28 | -0.3 | -4 | 0.3 | -1.3 | -12 | -8 | -7 | -7
CN(CC(=O)Nc1cccc(F)c1)C(=O)CCCc1c[nH]c2ccccc12 | -1 | 5.5 | 12 | 2.5 | 3.8 | -10 | . | 4 | -7
O=C(c1ccc2c(c1)OCO2)N1CCN(c2ccc(F)cc2)CC1 | 14 | -0.4 | -4 | 0.5 | 1.3 | 2 | 9 | 11 | -8
COc1ccc(C(=O)N2CCN(CCc3ccccc3)CC2)cc1[N+](=O)[O-] | 6 | 1.6 | -12 | 0.9 | 0.6 | -12 | 0 | -13 | -3
CC(=O)NC12CC3CC(C1)CC(C(=O)NCc1ccc(C)cc1)(C3)C2 | -11 | 0.6 | -10 | -0.3 | -0.9 | -26 | 2 | 3 | -10
COc1ccc(-c2nnc3sc(-c4ccccn4)nn23)cc1 | . | -0.8 | -17 | . | -1.0 | -9 | . | . | .
CCN(CC)S(=O)(=O)c1ccc2oc(SCC(=O)NCc3ccccc3)nc2c1 | 18 | 0.4 | -26 | 12 | 2.7 | -5 | 6 | 6 | 4
O=C1NCC(COCc2ccccc2)O1 (stereo unspecified) | 15 | 0.7 | 22 | 0.3 | 2.2 | -4 | -7 | -7 | -3
OC(c1ccccc1)(c1ccccc1)C1CCN(CCCOc2ccccc2)CC1 | 1 | . | . | 2.8 | . | . | . | 19 | -23
CC(C)Cc1ccc(CN2CCCC(NC(=O)c3ccoc3)C2)cc1 (stereo unspecified) | 1 | 9.6 | -16 | 4.2 | 6.0 | -8 | 1 | -17 | -9
CCCc1cc(-c2n[nH]c(=S)n2Cc2ccccc2)cs1 | 21 | -1.4 | -20 | 2.3 | -1.6 | -4 | -12 | 2 | -13

Bioassay records deposited in PubChem BioAssay by The Scripps Research Institute Molecular Screening Center.
